KCC2 mod: KCC2 cotransporter modulators, thallium flux, primary screen, cell-based, HEK293 KCC2, FluoZin-2 fluorescence, MLSMR; B-score of Tl+ flux slope (higher = more flux/activation; lower = inhibition) at 10 µM; KCC2 cells, thallium flux FluoZin-2 fluorescence; 190,000 compounds, 2.2% hits; AID 1456, 2008;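 active = thallium flux slope and its plate-corrected score both differing from the plate sample mean at a set confidence after two filtering rounds, in either direction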;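 also: slope of fluorescence scaled to starting intensity during 10 to 20 s after thallium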
p97 ATPase inh: inhibitors of human p97 ATPase, primary screen, biochemical | recombinant p97 ATPase, Kinase-Glo ATP luminescence, 3 h | Transitional endoplasmic reticulum ATPase (Homo sapiens), P55072 | inhibition, % at 8 µM | 220,000 compounds, 0.42% hits; in the data active = inhibition above about 15%;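 also: 0% = DMSO vehicle and 100% = wells lacking enzyme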
Target sequence (P55072 whole entry, looked up): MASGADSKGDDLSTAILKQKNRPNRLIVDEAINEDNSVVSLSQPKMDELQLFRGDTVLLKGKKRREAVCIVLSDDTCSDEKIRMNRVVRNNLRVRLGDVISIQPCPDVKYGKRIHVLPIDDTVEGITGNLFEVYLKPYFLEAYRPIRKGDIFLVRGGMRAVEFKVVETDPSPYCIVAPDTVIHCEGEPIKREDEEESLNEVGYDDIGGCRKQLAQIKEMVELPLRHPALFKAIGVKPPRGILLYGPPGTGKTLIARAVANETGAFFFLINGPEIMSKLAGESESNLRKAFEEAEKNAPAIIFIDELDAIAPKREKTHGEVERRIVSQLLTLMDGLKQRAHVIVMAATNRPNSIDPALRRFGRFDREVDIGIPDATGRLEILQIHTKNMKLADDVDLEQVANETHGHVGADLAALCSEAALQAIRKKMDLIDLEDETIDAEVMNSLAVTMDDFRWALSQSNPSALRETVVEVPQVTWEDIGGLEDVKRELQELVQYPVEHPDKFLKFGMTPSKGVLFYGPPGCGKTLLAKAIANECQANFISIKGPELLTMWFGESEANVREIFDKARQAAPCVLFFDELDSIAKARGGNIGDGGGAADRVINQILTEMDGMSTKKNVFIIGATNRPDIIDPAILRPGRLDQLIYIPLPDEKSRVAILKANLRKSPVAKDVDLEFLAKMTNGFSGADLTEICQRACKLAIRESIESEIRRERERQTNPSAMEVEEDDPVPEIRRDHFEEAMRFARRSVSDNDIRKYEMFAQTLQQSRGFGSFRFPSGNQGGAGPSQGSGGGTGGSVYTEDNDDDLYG
FXIa inh: human FXIa protease inhibitors, primary screen, biochemical, 1536-well; Coagulation factor XI (Homo sapiens), P03951; purified FXIa, Boc-Glu-Ala-Arg-AMC fluorogenic substrate; inhibition, % at 5 µM; 220,000 compounds, 0.14% hits; AID 798, 2007;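 active = inhibition of at least 40%; inactive = inhibition below 40%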;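 also: fluorescence of freed AMC excited at 355 nm; 0% = enzyme without compound and 100% = no enzyme blank; many of its hits are not listed in these tables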
Wee1 degr inh: Wee1 degradation inhibitors, primary screen, cell-based, HeLa, Wee1K328M-luciferase, luminescence; reporter increase, % at 5 µM; 220,000 compounds, 1.2% hits; AID 1321, 2008; HeLa Luc-Wee1K328M stability; 100% = proteasome inhibitor MG132 effect;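 active = activation above the mean of all tested compounds plus 3 SD, set per screening run, cut at about 8.8% in these data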;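 also: cells exposed to compound for 20 h before luminescence read; 0% = DMSO alone and 100% = MG132 at 30 µM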
FXIIa inh: human FXIIa protease inhibitors, primary screen, biochemical, 1536-well. purified FXIIa, Boc-QGR-AMC fluorogenic substrate, 2 h. 220,000 compounds, 0.3% hits. inhibition, % at 5 µM. Coagulation factor XII (Homo sapiens), P00748; in the data active = inhibition above about 40%;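 also: 0% = enzyme with no compound and 100% = blank without enzyme; many of its hits are not listed in these tables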
Furin inhibitor: human furin inhibitors, primary screen, biochemical, fluorescence intensity | P09958 | purified furin, fluorogenic substrate cleavage | inhibition, % at 30 µM | 220,000 compounds, 0.061% hits | AID 463115, 2010; in the data active = inhibition above about 25%; also: inactives centre near -15
thrombin 1536: human alpha-thrombin inhibitors, primary screen, counter-screen for coagulation protease inhibitor project, biochemical, 1536-well, fluorogenic AMC substrate | Prothrombin (Homo sapiens), P00734 | Boc-VPR-AMC fluorogenic substrate cleavage | inhibition, % at 5 µM | 220,000 compounds, 0.26% hits;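 active = inhibition at or above 40%; inactive = inhibition below 40%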;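 also: 0% = enzyme with no compound and 100% = wells without enzyme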
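System: Human alpha-thrombin protein | Medium: pH 7.5 Tris (50 mM) with NaCl 150 mM, Tween 20 0.05% | Times: Enzyme reaction carried out at room temperature | Detection: AMC fluorescence, 355/460 nm | Evaluation: Percent inhibition scaled between no-compound controls and no-enzyme blanks | Benchmarks: Enzyme without compound as high, wells lacking enzyme as low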
PERK inhibitor: block of dimerizer-induced PERK translation repression, primary screen, PERK inhibitor project, CHO PERK-DD cells, SEAP luminescence, HTS; Eukaryotic translation initiation factor 2-alpha kinase 3 (Homo sapiens), Q9NZJ5; CHO PERK-DD fusion, SEAP luminescence translation reporter; inhibition, % at 5.6 µM; 220,000 compounds, 0.17% hits;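 active = inhibition above the mean inhibition of all tested compounds plus 3 SD, set separately per screening campaign, cut at about 2.9% in these data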;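 also: PERK kinase domain activated by AP20187 dimerizer at 100 nM; 0% = DMSO with dimerizer and 100% = rapamycin at 8.4 µM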
KLK5 inh: human KLK5 protease inhibitors, primary screen, biochemical, 1536-well; Kallikrein-5 (Homo sapiens), Q9Y337; recombinant hK5, fluorogenic AMC substrate cleavage; inhibition, % at 5 µM; 210,000 compounds, 0.59% hits; AID 873, 2007;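 active = inhibition of 40% or more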;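 also: 0% = enzyme controls without compound and 100% = no-enzyme blanks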
Target sequence (Q9Y337 67-293 limits assumed): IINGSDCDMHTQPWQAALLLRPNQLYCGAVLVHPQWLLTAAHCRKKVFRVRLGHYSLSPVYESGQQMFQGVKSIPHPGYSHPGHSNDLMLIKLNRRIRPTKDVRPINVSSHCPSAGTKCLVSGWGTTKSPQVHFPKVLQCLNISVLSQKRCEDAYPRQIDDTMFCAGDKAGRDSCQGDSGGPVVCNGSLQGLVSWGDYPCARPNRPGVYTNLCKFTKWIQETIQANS
Starred values were filed as active, the others as inactive; [ ] = another dose, or the depositor's remark.

CC(=O)NC(Cc1cccc(F)c1)C(=O)NC1CCN(c2ncccc2[N+](=O)[O-])CC1 (stereo unspecified) was read as KCC2 mod -0.23, p97 ATPase inh 6, FXIa inh -3, Wee1 degr inh -2, FXIIa inh 7, Furin inhibitor -17, thrombin 1536 -2, PERK inhibitor -0.9 and KLK5 inh 6.
For N#Cc1cc(-c2ccc(Cl)cc2)cn(Cc2c(Cl)cccc2Cl)c1=O the results were KCC2 mod 0.5, p97 ATPase inh -3, FXIa inh -2, Wee1 degr inh 2, FXIIa inh 7, Furin inhibitor 7[20 µM], thrombin 1536 -4, PERK inhibitor 0.1 and KLK5 inh 6.
`COc1ccc(Cl)cc1-c1nc(N)nc(N(C)C)n1` gave KCC2 mod -0.3, p97 ATPase inh -5, FXIa inh -5, Wee1 degr inh -3, FXIIa inh 2, Furin inhibitor -7, thrombin 1536 -15, PERK inhibitor 0.0 and KLK5 inh -15.
Screening C#CCOc1ccccc1CNc1ccccc1 returned KCC2 mod -0.81, p97 ATPase inh 3, FXIa inh 4, Wee1 degr inh 9, FXIIa inh 7, Furin inhibitor -21, thrombin 1536 -3, PERK inhibitor 1.7 and KLK5 inh -8.
`Cc1ccc2c(Cl)cc(Cl)c(OCc3c(C)noc3C)c2n1` gave KCC2 mod 0.58, p97 ATPase inh -4, FXIa inh -4, Wee1 degr inh 0, FXIIa inh 5, Furin inhibitor -18[20 µM], thrombin 1536 -3, PERK inhibitor 0.2 and KLK5 inh 1.
CC(=O)N[C@@H](Cc1ccc(OC(F)(F)F)cc1)C(=O)O was read as KCC2 mod -0.32, p97 ATPase inh 8, FXIa inh -1, Wee1 degr inh 4, FXIIa inh 5, Furin inhibitor -18, thrombin 1536 0, PERK inhibitor 1.3 and KLK5 inh -6.
`CCCn1c(SCC(=O)Nc2nc(C)c(C(=O)OC)s2)nnc1C(C)C` gave KCC2 mod 1.2, p97 ATPase inh -2, FXIa inh -16, Wee1 degr inh 0, FXIIa inh -16, Furin inhibitor -15, thrombin 1536 -6, PERK inhibitor -1.1 and KLK5 inh 6.
`COc1ccc(-c2nnn(CC(=O)N(Cc3ccccc3Cl)C(C(=O)NCC3CCCO3)c3ccco3)n2)cc1` (stereo unspecified) gave KCC2 mod 0.33, p97 ATPase inh 3, FXIa inh -14, Wee1 degr inh 1, FXIIa inh 13, Furin inhibitor -10, thrombin 1536 2, PERK inhibitor 1.1 and KLK5 inh 11.
COCCCNC(=O)c1ccc2c(=O)n(Cc3ccc4c(c3)OCO4)c(=S)[nH]c2c1 was read as KCC2 mod -0.11, p97 ATPase inh 0, FXIa inh 0, Wee1 degr inh -4, FXIIa inh -7, Furin inhibitor -13[20 µM], thrombin 1536 -19, PERK inhibitor 0.3 and KLK5 inh -3.
`CCCn1c(SCC(=O)NC)nnc1C(C)C` gave KCC2 mod 0.08, p97 ATPase inh 2, FXIa inh -17, Wee1 degr inh -3, FXIIa inh -14, Furin inhibitor -11, thrombin 1536 -6, PERK inhibitor 1.0 and KLK5 inh -25.
CN(C)/C=N/C1=C(C#N)C(c2cccs2)c2ccc3ccccc3c2O1 (stereo unspecified) was read as KCC2 mod 1.2, p97 ATPase inh 2, FXIa inh -1, Wee1 degr inh 2, FXIIa inh 10, Furin inhibitor -6, thrombin 1536 -4 and PERK inhibitor 0.9.
For CNc1ccc(Br)cc1C(O)c1ccccc1 (stereo unspecified) the results were KCC2 mod 0.03, p97 ATPase inh 6, FXIa inh 7, Wee1 degr inh -5, FXIIa inh 7, Furin inhibitor -12, thrombin 1536 -1, PERK inhibitor 2.1 and KLK5 inh 4.
`COc1ccc(NC(C)=O)cc1S(=O)(=O)NC(Cc1ccccc1)C(=O)O` (stereo unspecified) gave KCC2 mod 0.53, p97 ATPase inh 1, FXIa inh 4, Wee1 degr inh -1, FXIIa inh 13, Furin inhibitor -6, thrombin 1536 5, PERK inhibitor -0.2 and KLK5 inh 5.
CCOCCCn1c(SCc2nc3sc(C(=O)O)c(C)c3c(=O)[nH]2)nnc1-c1ccc(Cl)cc1 was read as KCC2 mod 0.23, p97 ATPase inh -6, FXIa inh 11, Wee1 degr inh 3, FXIIa inh 21, Furin inhibitor -4, thrombin 1536 18, PERK inhibitor 0.8 and KLK5 inh 16.
O=C(Cc1ccc(F)cc1)Nc1cccc(-c2ccc3nncn3n2)c1 was read as KCC2 mod -0.46, p97 ATPase inh 4, FXIa inh -5, Wee1 degr inh -2, FXIIa inh 5, Furin inhibitor -17, thrombin 1536 -4, PERK inhibitor 0.5 and KLK5 inh -2.
For CCCn1c(O)c(N=N)c2ccccc21 the results were KCC2 mod -0.0017, p97 ATPase inh 3, FXIa inh -1, Wee1 degr inh 1, FXIIa inh 10, Furin inhibitor -14, thrombin 1536 -3, PERK inhibitor 0.9 and KLK5 inh -10.
For O=C(NCCCn1ccnc1)c1ccc(Br)o1 the results were KCC2 mod 1.1, p97 ATPase inh 2, FXIa inh 4, Wee1 degr inh 3, FXIIa inh 13, Furin inhibitor -5[20 µM], thrombin 1536 2, PERK inhibitor 0.9 and KLK5 inh -17.
Cc1cc(C)c(C#N)c(SCC(O)CS(=O)(=O)Cc2ccccc2)n1 (stereo unspecified) was read as KCC2 mod -2.7, p97 ATPase inh 5, FXIa inh 5, Wee1 degr inh 0, FXIIa inh 10, Furin inhibitor -27[20 µM], thrombin 1536 -3, PERK inhibitor -0.7 and KLK5 inh -5.
`Nc1nc(SCC(=O)NCCCN2CCOCC2)nc2sc3c(c12)CCC3` gave KCC2 mod 0.55, p97 ATPase inh 4, FXIa inh 15, Wee1 degr inh -2, FXIIa inh 27, Furin inhibitor -20, thrombin 1536 -1, PERK inhibitor 0.9 and KLK5 inh -7.
O=C(CNc1cccc2ccccc12)N/N=C/c1ccc([N+](=O)[O-])cc1 was read as KCC2 mod 0.59, p97 ATPase inh 7, FXIa inh 5, Wee1 degr inh -1, FXIIa inh 9, Furin inhibitor -12, thrombin 1536 5, PERK inhibitor 0.5 and KLK5 inh -1.
CC(C)c1ccc(NC(=O)COC(=O)c2c[nH]c(=O)[nH]c2=O)cc1 was read as KCC2 mod 0.25, p97 ATPase inh -5, FXIa inh 6, Wee1 degr inh -1, FXIIa inh 16, Furin inhibitor -7, thrombin 1536 2, PERK inhibitor 0.3 and KLK5 inh -17.
`CC(=O)Nc1ccc2c(c1)CCCN2C(=O)c1ccccc1` gave KCC2 mod 0.31, p97 ATPase inh 9, FXIa inh 0, Wee1 degr inh -2, FXIIa inh 13, Furin inhibitor -18, thrombin 1536 4, PERK inhibitor 0.3 and KLK5 inh 0.
Cc1sc2nc(SCc3nnc(-c4cccs4)o3)n(C3CCCC3)c(=O)c2c1C was read as KCC2 mod 10*, p97 ATPase inh 1, FXIa inh 1, Wee1 degr inh -1, FXIIa inh 8, Furin inhibitor -19, thrombin 1536 -5, PERK inhibitor 0.6 and KLK5 inh -12.
`Cc1cc(C(=O)C[N+]2(C)CCOCC2)c(C)n1-c1ccc(Br)cc1` gave KCC2 mod 0.96, p97 ATPase inh -3, FXIa inh 27, Wee1 degr inh -1, FXIIa inh 10, Furin inhibitor -11, thrombin 1536 3, PERK inhibitor -0.1 and KLK5 inh 20.
Screening O=C(COC(=O)CNC(=O)c1cccs1)Nc1ccccc1C(F)(F)F returned KCC2 mod -0.14, p97 ATPase inh -1, FXIa inh -2, Wee1 degr inh 0, FXIIa inh 9, Furin inhibitor -8, thrombin 1536 -5, PERK inhibitor 0.5 and KLK5 inh -1.
Screening COc1ccc(OC)c(N=c2oc3cc(O)ccc3cc2C(N)=O)c1 returned p97 ATPase inh -3, FXIa inh -1, Wee1 degr inh -2, FXIIa inh 5, Furin inhibitor -61, thrombin 1536 -2, PERK inhibitor 0.0 and KLK5 inh -15.
`CCOC(=O)c1ccc(NC(=O)c2nc[nH]c2C(=O)N[C@@H](CC(C)C)C(=O)OC(C)(C)C)cc1` gave KCC2 mod 0.0047, FXIa inh 0, FXIIa inh 14, Furin inhibitor -19, thrombin 1536 2 and KLK5 inh -16.
`CCc1cc2c(=O)n(Cc3ccco3)c(SCC(=O)N(C)C3CCS(=O)(=O)C3)nc2s1` (stereo unspecified) gave KCC2 mod 0.18, p97 ATPase inh 4, FXIa inh -2, Wee1 degr inh 3, FXIIa inh 3, Furin inhibitor -13, thrombin 1536 -4, PERK inhibitor 0.9 and KLK5 inh -2.
CCOC(=O)c1cnc(-n2nc(C)cc2C)nc1NC was read as KCC2 mod 0.54, p97 ATPase inh -1, FXIa inh 19, Wee1 degr inh 0, FXIIa inh 24, Furin inhibitor -31, thrombin 1536 1, PERK inhibitor 0.6 and KLK5 inh 10.
Screening COc1ccccc1CN1CN(S(=O)(=O)c2ccccc2)c2nc3ccccc3nc21 returned KCC2 mod -1.9, p97 ATPase inh -3, FXIa inh 1, Wee1 degr inh 3, FXIIa inh 2, Furin inhibitor -15, thrombin 1536 0, PERK inhibitor -1.9 and KLK5 inh -1.
Screening ONC(=Nc1ccc(Cl)cc1)c1ccccc1 returned KCC2 mod 0.011, p97 ATPase inh -1, FXIa inh -4, Wee1 degr inh 0, FXIIa inh 4, Furin inhibitor -17[20 µM], thrombin 1536 -9, PERK inhibitor 0.9 and KLK5 inh -3.
`Cc1ccc(-n2c(SCC(=O)NCCN3C(=O)CSC3=O)nnc2-c2ccccc2F)cc1` gave KCC2 mod -0.031, p97 ATPase inh -7, FXIa inh -6, Wee1 degr inh 7, FXIIa inh -2, Furin inhibitor -11, thrombin 1536 32, PERK inhibitor -0.5 and KLK5 inh 4.
For O=C1CC(N(O)C2CC(=O)N(Cc3ccccc3)C2=O)C(=O)N1Cc1ccccc1 (stereo unspecified) the results were p97 ATPase inh -3, FXIa inh -3, Wee1 degr inh -1, FXIIa inh 7, Furin inhibitor -5, thrombin 1536 -4, PERK inhibitor -1.0 and KLK5 inh -8.
Screening C/C(=N\NC(=S)NCc1ccccc1)c1ccco1 returned KCC2 mod 13*, p97 ATPase inh 1, FXIa inh -1, Wee1 degr inh -2, FXIIa inh 11, Furin inhibitor -17, thrombin 1536 0, PERK inhibitor 1.5 and KLK5 inh -1.
For O=C(CN1CCc2ccccc21)NC(=O)NCc1ccco1 the results were p97 ATPase inh 3, FXIa inh -10, Wee1 degr inh 2, FXIIa inh -1, Furin inhibitor -28, thrombin 1536 -4, PERK inhibitor 0.4 and KLK5 inh 11.
`CCn1nnc(NC(=O)c2ccc(-c3ccccc3[N+](=O)[O-])o2)n1` gave KCC2 mod -0.28, p97 ATPase inh 8, FXIa inh -5, Wee1 degr inh -2, FXIIa inh 3, Furin inhibitor -19, thrombin 1536 -9, PERK inhibitor -0.2 and KLK5 inh -5.

Source: PubChem (several laboratories)
